MPTP block – permeability transition pore inhibition; 1.4% of 360,000 active; AID 602449; inhibition, % at 10 µM; isolated mouse mitochondria, Ca2+ swelling absorbance, 30 min;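 active means inhibition of 50% or more, scaled per plate between neutral and stimulator controls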;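 further: 0% = DMSO wells given calcium and 100% = 1 mM EGTA wells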
* marks the source's active call; other numbers are inactive results.

SMILES	MPTP block
Cc1ccc([C@@H]2C[C@H]3[C@@H](CN2S(=O)(=O)c2ccc(Cl)cc2)C(=O)C[C@@H](c2ccc(Cl)cc2)N3S(=O)(=O)c2ccccc2C)cc1	0.7
O=C(c1cccs1)N1C[C@@H](O)[C@H](n2cc(C3CC3)nn2)C[C@@H]1c1ccc(Cl)cc1	-1.2
COc1cccc(CNc2nc(NCc3ccccc3)nc3ccsc23)c1	49
CCOC(=O)[C@]12CCC=C1N(Cc1ccco1)C(=O)[C@H](CC(=O)NCc1cccs1)C2	-0.1
CC1Cc2ccccc2N1C(=O)CSc1ccccn1 (configuration not stated)	0.1
CCC(C(=O)NC(C)(C)C)N(Cc1ccc(OC)cc1)C(=O)c1snc(C(N)=O)c1N (configuration not stated)	-0.1
Cc1ccc(S(=O)(=O)N2CCOCC2)cc1NC(=O)COC(=O)c1ccco1	-1.0
O=C(NCc1ccccn1)[C@@H]1CCCN1C(=O)[C@@H]1CCCN1C(=O)c1cccs1	-1.0
OC[C@@H]1CN(CCN2CCOCC2)C[C@H](n2cnc3c(NCc4ccco4)ncnc32)O1	-1.5
CS(=O)(=O)c1ccc(-c2cccc(NC(=O)c3ccc4c(c3)OCO4)c2)nn1	0.0
COc1cc(C(=O)NC(CCSC)C(=O)Nc2ccc(N3CCOCC3)cc2)cc(OC)c1OC (configuration not stated)	-0.1
O=C1C(=Cc2ccncc2)CCCc2ccccc21	0.0
CC(=O)NC(C)(c1ccccc1)c1nc(-c2cncnc2)cs1 (configuration not stated)	0.0
CCCC(=O)N1CCC1(C)C(=O)NS(=O)(=O)c1cc2c(cc1C)CCCS2(=O)=O (configuration not stated)	-1.8
COc1cccc(C(C)(O)c2nc(-c3ccc(F)c(Cl)c3)cs2)c1 (configuration not stated)	5.0
CCc1nc2c(OCc3ccc(C(=O)N(C)C)cc3)cccn2c1N(C)C(=O)Nc1ccccc1OC	0.8
CCOC(=O)[C@]12CCC=C1N(Cc1ccccc1)C(=O)[C@H](CC(=O)NCc1ccc(OC)c(OC)c1)C2	0.5
COCCNC(=O)C1(C)CCN(C(=O)c2cccc(C)c2C)C1 (configuration not stated)	-0.2
CC(O)(c1ccc(F)c(F)c1)c1nc(-c2ccc(F)c(Cl)c2)cs1 (configuration not stated)	2.3
C#CCNC(=O)C[C@@H]1C[C@@]2(C(=O)OC)CCCCC=C2N(CCCCCCCC)C1=O	-0.7
CCOc1ccc(CNC(=O)C2CCCN(S(=O)(=O)N3CCC(C)CC3)C2)cc1OC (configuration not stated)	0.3
CC(C)CCNC(=O)c1cc(S(=O)(=O)N2CCC3(CC2)OCCO3)ccc1F	0.4
CC(=O)Nc1ccc(-c2ccnc3c2CC(C)(C(=O)Nc2cccc(Oc4ccccc4)c2)O3)cc1 (configuration not stated)	-0.2
CCCNC(=O)N[C@H]1C=C[C@H](CC(=O)NC2CCCCC2)O[C@@H]1CO	-0.4
COc1ccc(Cl)cc1NS(=O)(=O)c1cccc(C(=O)NCCCN2CCOCC2)c1	0.4
C=CCC1CCCCC1=C(C#N)c1ccccc1 (configuration not stated)	0.7
COc1cccc(CNC(=O)CCNC(=O)N2CC(=O)Nc3ccccc32)c1	0.5
CC1(Cc2cccc(F)c2)C(=O)Nc2ccc(-c3cccnc3)cc21 (configuration not stated)	-0.2
CCCCCNC(=O)C(c1cc2ccccc2o1)n1c(=O)c(-c2ccco2)nc2ccccc21 (configuration not stated)	-1.9
Cc1cn([C@H]2C[C@H](O)[C@@H](/C=C/C(=O)NCCc3ccc(S(N)(=O)=O)cc3)O2)c(=O)[nH]c1=O	0.3
CCOC(=O)c1c(C)[nH]c(C)c1C(=O)COC(=O)c1nn(CC)c(=O)c2ccccc12	-0.3
C[C@@H]1CN([C@H](C)CO)C(=O)c2c(c3ccccc3n2C)-c2ccccc2CO[C@H]1CN(C)C(=O)Cc1ccccc1	-1.7
CCC1=C(Nc2ccccc2)COC1=O	-1.2
CS(=O)(=O)N1Cc2cc(C(=O)NCC3CC3)nc(-c3cccc(-c4cccnc4)c3)c2[C@@H]1CCO	-2.5
CCOc1ccccc1Nc1cc(C)nc2ccccc12	2.4
C(=C\c1ccccc1)/CN1CCN(C(c2ccnc3ccccc23)c2nnnn2-c2ccc3c(c2)OCCO3)CC1 (configuration not stated)	1.7
CC(C)(C)NC(=O)C(c1ccccc1)n1c(=O)c(-c2ccccc2)nc2ccccc21 (configuration not stated)	3.2
COc1ccccc1CNc1nc(NCC2CC2)nc2ccsc12	80*
CCCCNC(=O)C1C(c2ccc(OC)cc2)=Nc2ccccc2N1C(=O)c1ccncc1 (configuration not stated)	-2.3
COc1cccc(CN2CCN(C(=O)[C@H]3O[C@@H](n4cnc5c(N)ncnc54)[C@H](O)[C@@H]3O)CC2=O)c1	-1.2

6 entries out of the list above, arranged by their value in MPTP block, highest first:
SMILES	MPTP block
COc1ccccc1CNc1nc(NCC2CC2)nc2ccsc12	80*
CC(C)(C)NC(=O)C(c1ccccc1)n1c(=O)c(-c2ccccc2)nc2ccccc21 (configuration not stated)	3.2
CCOC(=O)c1c(C)[nH]c(C)c1C(=O)COC(=O)c1nn(CC)c(=O)c2ccccc12	-0.3
CCC1=C(Nc2ccccc2)COC1=O	-1.2
C[C@@H]1CN([C@H](C)CO)C(=O)c2c(c3ccccc3n2C)-c2ccccc2CO[C@H]1CN(C)C(=O)Cc1ccccc1	-1.7
CCCCNC(=O)C1C(c2ccc(OC)cc2)=Nc2ccccc2N1C(=O)c1ccncc1 (configuration not stated)	-2.3

Other structures:
SMILES	MPTP block
C[C@H]1CN([C@@H](C)CO)C(=O)c2cc(Br)cnc2O[C@H]1CN(C)C(=O)c1cnccn1	-0.2
COc1ccc(S(=O)(=O)NC(=O)C2(C)CCN2C(=O)C2(c3ccc(Cl)cc3)CCC2)cc1 (configuration not stated)	-0.2
CC1=C(C(=O)N(C)C)CC(CC(=O)NCc2ccco2)C(=O)N1CCC1=CCCCC1 (configuration not stated)	-0.4
C[C@@H]1CN([C@@H](C)CO)C(=O)c2c(c3ccccc3n2C)-c2ccccc2CO[C@H]1CN(C)S(=O)(=O)c1ccc(C(F)(F)F)cc1	0.5
CN(C)CCN1CCN(C2CN(Cc3ccc(F)cc3)S(=O)(=O)C2)CC1 (configuration not stated)	0.0
CCCN(C)C[C@H]1OCc2cnnn2CCCC(=O)N([C@H](C)CO)C[C@@H]1C	-1.3
COc1ccc([C@@H]2CC(=O)[C@@H]3CN(S(=O)(=O)c4ccc(C)cc4)[C@H](c4ccccc4)C[C@@H]3N2S(=O)(=O)c2ccccc2)cc1	0.5
CN(NS(=O)(=O)c1ccc([N+](=O)[O-])cc1)c1ccccc1	2.6
O=C(NC(c1ccc(Cl)cc1)c1cnccn1)C1CCN(CCCc2ccccc2)CC1 (configuration not stated)	-0.6
COc1cc(C=CC(=O)c2ccccc2)cc(OC)c1OC	-0.4
CC(C)(C)NC(=O)C(c1cccc2ccccc12)n1c(=O)c(-c2ccco2)nc2ccccc21 (configuration not stated)	1.4
c1ccc2c(-c3cc(NCc4ccncc4)n4nccc4n3)cccc2c1	0.6
COc1ccc(-c2coc3c(C(=O)NCc4ccc(F)c(F)c4)cccc23)c(C)c1	24
CCCCN(C)C(=O)c1ccc(Nc2nc(C(N)Cc3ccccc3)cs2)nc1 (configuration not stated)	1.7
CCCN(CCC)Cc1cc(=O)oc2cc(C)ccc12	2.3
C[C@H](CO)N1C[C@H](C)[C@H](CN(C)S(C)(=O)=O)OCc2cnnn2CCCC1=O	-0.5
O=C(NC(Sc1ccc(Cl)cc1)C(=O)O)c1ccccc1 (configuration not stated)	0.6
CC(C)(C)c1ccc(C(=O)N2CCC2(C)C(=O)NCc2ccc3c(c2)OCO3)cc1 (configuration not stated)	9.2
COc1ccc([C@H]2C[C@@H](O)[C@H](n3cc(-c4ccc(F)cc4)nn3)CN2C(=O)C2CCCCC2)cc1	-0.7
CO[C@H](C(=O)N(C)C[C@@H]1OCc2ccccc2-c2c(n(C)c3ccccc23)C(=O)N([C@H](C)CO)C[C@@H]1C)c1ccccc1	-0.3
CC1(C(=O)Nc2cccc(Oc3ccccc3)c2)CCN1Cc1cccc2c1OCO2 (configuration not stated)	-0.1
CC1CCCCC12NC(=O)N(CC(=O)NCc1cccs1)C2=O (configuration not stated)	-1.4
CC(=O)NCCNC(=O)C1(C)Cc2c(-c3cccc(NC(C)=O)c3)ccnc2O1 (configuration not stated)	-1.5
CCCCCCNc1ccc(C(=O)OCC)cc1	0.2
CCOc1ccc(CCN2C(=S)N([C@@H](Cc3ccc(O)cc3)CN3CCC[C@@H]3CN3C(=S)NC[C@@H]3CC(C)C)C[C@@H]2CC(C)C)cc1	1.3
CC(C)(C)S(=O)N1Cc2cc(C(=O)N3CCc4ccccc4C3)nc(-c3cccc(-c4ccncc4)c3)c2[C@H]1CCO (some centres not stated)	1.4
CCCCNC(=O)C(NC(=O)c1ccc2ccccc2c1)C(=O)c1ccccc1 (configuration not stated)	1.5
O=C(NCc1cccc(C(F)(F)F)c1)c1csc([C@H]2C[C@H](O)[C@@H](CO)O2)n1	-0.4
CCOc1ccc(NC(=S)N2CCC(C(=O)c3ccc(OC)cc3)CC2)cc1	-0.6
Cc1ccc(Nc2n[nH]c(=S)s2)cc1C	-0.9
CN(C)c1cccc(CNC(=O)c2ccc3nc([C@@H]4O[C@H](CO)[C@H](O)[C@H](O)[C@H]4O)[nH]c3c2)c1	0.2
CCOC(=O)C1(C)CCN1C(=O)c1ccc(OC)c(C(F)(F)F)c1 (configuration not stated)	-1.1
Cc1ccc([N+](=O)[O-])cc1CN1CCN(c2ncc(Cc3ccccc3)cn2)CC1	2.3
COC(=O)[C@]12CCCCC=C1N(Cc1ccco1)C(=O)[C@H](CC(=O)NCC1CCCCC1)C2	0.7
N#CC(=C1NC(=O)c2ccccc21)c1nc2ccccc2n1CCO	-0.6
O=C(NCc1ccc(Cl)nc1)c1csc([C@@H]2O[C@H](CO)[C@H](O)[C@H](O)[C@H]2O)n1	-0.9
CC(=O)Nc1ccc(-c2ccnc3c2CC(C(=O)NC(C)C)O3)cc1 (configuration not stated)	1.2
CC1(C)CN(Cc2cccnc2)C(=O)[C@H]1CC(=O)Nc1ccc(Br)cc1	-2.3
CN(C)C(=O)C[C@@H]1CC[C@@H](NC(=O)C2CCC2)[C@@H](CO)O1	-0.6
O=C1C(=Cc2ccc(F)cc2)Cc2ccccc21	0.4
CCOC(=O)C1(C)CCCN(C(=O)c2cccc(OC(F)(F)F)c2)C1 (configuration not stated)	-0.4
O=S(=O)(Nc1ccc(NS(=O)(=O)c2ccccc2)cc1)c1ccccc1	1.8
CC1=C(C(=O)N(C)C)CC(CC(=O)NC2CCCC2)C(=O)N1CCC1=CCCCC1 (configuration not stated)	-0.7
CC(C)C[C@@H](CN1CCC[C@H]1CN1C(=O)C(=O)NC[C@@H]1Cc1ccc(O)cc1)N1C[C@H](Cc2ccc(O)cc2)N(CCc2ccccc2)C(=O)C1=O	-0.9
Cc1ccsc1C(=O)N1CCC1(C)C(=O)NS(=O)(=O)c1ccc(C#N)cc1 (configuration not stated)	-0.5
CCCCCCN1C[C@@H](O)[C@H](n2cc(C3CC3)nn2)C[C@@H]1c1ccc(Cl)cc1	-1.1
CCN(CC)C(=O)C1=C(C)N(Cc2ccc(C(C)(C)C)cc2)C(=O)C(CC(=O)NC2CC2)C1 (configuration not stated)	-0.7
COc1ccc(CC(=O)Nc2ccc(S(=O)(=O)Nc3cc(C)nc(C)n3)cc2)cc1OC	0.2
CCS(=O)(=O)N1Cc2cc(C(=O)N(C)C)nc(-c3cccc(-c4ccc(F)cc4)c3)c2[C@@H]1CCO	-0.4
COc1cccc(C(=O)N2CCC[C@H]2C(=O)N2CCC[C@H]2C(=O)N(C)Cc2ccccc2)c1	-1.0

The results go on.
SMILES	MPTP block
CC(C)CNC(=O)c1cccc2c(-c3ccc(F)c(F)c3)coc12	0.3
C[C@@H]1CN([C@@H](C)CO)C(=O)c2cc(C#CCN(C)C)cnc2O[C@H]1CN(C)Cc1ccc2c(c1)OCO2	-0.1
CCNC(=O)C1(C)CCCN1C(=O)c1ccc(-c2ccccc2)cc1 (configuration not stated)	-1.6
COC(=O)[C@]12CCCCC=C1N(Cc1ccco1)C(=O)[C@H](CC(=O)NCCCCc1ccccc1)C2	-1.1
CCOC(=O)C1(C)CCN1C(=O)c1ccc(C(C)(C)C)cc1 (configuration not stated)	-0.4
COc1ccc([C@H]2CC(=O)C[C@@H](CCn3cc(C(C)C)nn3)O2)cc1	-1.0
CCCn1c(C)cc(C(=O)CN2C(=O)c3ccccc3S2(=O)=O)c1C	-1.7
COC(=O)c1cn(-c2nc3ccccc3s2)nn1	-0.8
CC(C)(C)OC(=O)N1CCc2onc(-c3ccc(Br)cc3)c2C1=O	-1.0
C[C@@H]1CN([C@@H](C)CO)C(=O)CCCn2nncc2CO[C@H]1CN(C)S(=O)(=O)c1ccc(-n2cccn2)cc1	-1.9

MPTP block, hit marks shown above
SMILES	MPTP block
COc1ccccc1CNc1nc(NCC2CC2)nc2ccsc12	80*

Two entries picked at random from the list so far, as already listed:
SMILES	MPTP block
CCCn1c(C)cc(C(=O)CN2C(=O)c3ccccc3S2(=O)=O)c1C	-1.7
C[C@@H]1CN([C@@H](C)CO)C(=O)c2cc(C#CCN(C)C)cnc2O[C@H]1CN(C)Cc1ccc2c(c1)OCO2	-0.1

(cont.)
SMILES	MPTP block
Cc1cc(O)cc(O)c1/C=N/NC(=O)c1ccc2c(c1)OCCO2	0.7
COc1cc(C(=O)NC(=S)Nc2ccc3ccccc3c2)cc(OC)c1OC	0.0
O=C1NC[C@@H](CCCCN2C[C@H](Cc3ccc(O)cc3)N(Cc3ccccc3)C(=O)C2=O)N(CCC2CCCCC2)C1=O	-2.1
CC(C=CC(O)=C1C(=O)CNC1=O)=C[C@@H](C)C1OC2(C)OC(C(=O)C3O[C@@]32C)C1C (some centres not stated)	-1.1
Cc1cc(-c2ccc(Br)cc2)n2nc(C)cc2n1	-1.2
CCNC(=S)Nc1ccc2c(c1)c(=O)n(C)n2Cc1ccc(Cl)cc1	0.5
Fc1ccc(-c2nc3ccc(Cl)cn3c2Cc2ccccc2)cc1	-2.1
CCOC(=O)C1c2cccc(O)c2CCN1C(C)=O (configuration not stated)	-1.3
CO[C@@H]1CN(C)C(=O)c2ccc(NC(=O)c3ccccc3F)cc2OC[C@@H](C)N(CC2CCOCC2)C[C@@H]1C	0.2
NC(=S)NN=Cc1nccc2c(C(F)(F)F)cccc12	0.6

Screening data from PubChem.

An excerpt; rates above refer to the full screens.
